High-throughput results from PubChem BioAssay.
HTR5A ag ctr: activates human HTR5A in OPRM1-OPRD1 agonist counter-screen | 340,000 compounds, 0.61% hits | AID 504692 | HTR5A agonist assay, luminescence, cell-based | activation, % at 9.3 µM | P47898; in the data active = activation mostly above about 9.5%, no sharp cut-off; inactive = mostly below about 7.6%;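 also: 0% = cells with vehicle only and 100% = reference agonist; strong numbers were not always called active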
Target sequence (P47898 whole entry, looked up): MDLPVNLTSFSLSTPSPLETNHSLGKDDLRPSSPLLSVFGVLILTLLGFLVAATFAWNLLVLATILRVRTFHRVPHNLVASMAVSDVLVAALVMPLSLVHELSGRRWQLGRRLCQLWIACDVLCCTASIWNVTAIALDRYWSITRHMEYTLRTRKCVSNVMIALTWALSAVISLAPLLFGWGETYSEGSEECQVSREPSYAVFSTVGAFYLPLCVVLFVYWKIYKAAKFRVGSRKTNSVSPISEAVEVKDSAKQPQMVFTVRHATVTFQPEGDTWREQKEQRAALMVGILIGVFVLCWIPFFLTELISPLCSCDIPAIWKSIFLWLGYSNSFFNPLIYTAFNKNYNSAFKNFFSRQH
DAGLB inhibitor: blocks human DAGLB lipase activity; inhibition, % at 5.17 µM; HEK293T DAGLB membrane lysate, EnzChek fluorogenic substrate; Q8NCG7; 340,000 compounds, 0.059% hits; AID 504411; in the data active = inhibition above about 34%;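 also: 0% = enzyme with vehicle and 100% = wells lacking enzyme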
Target sequence (Q8NCG7 whole entry, looked up): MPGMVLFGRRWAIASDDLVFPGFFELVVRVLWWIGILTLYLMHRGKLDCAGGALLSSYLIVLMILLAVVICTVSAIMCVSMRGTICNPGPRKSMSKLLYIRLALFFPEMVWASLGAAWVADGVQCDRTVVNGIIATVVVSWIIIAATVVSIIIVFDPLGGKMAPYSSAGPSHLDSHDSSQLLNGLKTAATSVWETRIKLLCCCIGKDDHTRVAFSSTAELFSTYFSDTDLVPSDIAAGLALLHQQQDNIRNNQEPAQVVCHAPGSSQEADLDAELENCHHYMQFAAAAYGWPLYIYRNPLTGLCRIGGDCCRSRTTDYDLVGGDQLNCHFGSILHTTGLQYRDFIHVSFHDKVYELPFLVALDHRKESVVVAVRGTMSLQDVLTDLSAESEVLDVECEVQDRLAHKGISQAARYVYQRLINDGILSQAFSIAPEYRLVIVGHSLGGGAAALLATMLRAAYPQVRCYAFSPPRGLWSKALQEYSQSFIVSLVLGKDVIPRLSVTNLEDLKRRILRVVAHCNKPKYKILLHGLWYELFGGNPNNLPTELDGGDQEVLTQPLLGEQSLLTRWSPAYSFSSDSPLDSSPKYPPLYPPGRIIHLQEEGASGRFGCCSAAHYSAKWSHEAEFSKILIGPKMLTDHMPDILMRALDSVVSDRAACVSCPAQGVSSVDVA
CDK5 p35 inh: CDK5/p35 (human) kinase inhibition; Q00535+Q15078; Recombinant CDK5/p35, ADP-Glo luminescence, 60 min; inhibition, % at 10 µM; 330,000 compounds, 0.01% hits; AID 488839;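 active = highest replicate inhibition of at least 50% and at least 75% of replicates reaching 50%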;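 also: plate controls were DMSO neutral control for no effect and GW8510 at 10 µM for full effect; many of its hits are not listed in these tables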
AddAB inh: less growth of phage-infected E. coli with AddAB | 330,000 compounds, 0.29% hits | AID 435030 | inhibition, % at 11.9 µM | E. coli expressing H. pylori AddAB, absorbance growth; in the data active = inhibition above about 12%;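 also: 0% = vehicle wells of infected cells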
phage Ecoli inh: E. coli growth loss with phage present; growth absorbance; inhibition, % at 11.9 µM; 360,000 compounds, 0.26% hits; AID 651602; in the data active = inhibition above about 11%
Tat transport: blocks Tat-dependent protein export in E. coli; AID 488895; 340,000 compounds, 0.036% hits; E. coli MC4100 TorA-mCherry Tat export, fluorescence; inhibition, % at 10 µM;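 active = mean replicate inhibition at least 50% and at least half of replicates individually reaching 50%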;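 also: exported cargo escapes ClpAP degradation while cytoplasmic cargo is degraded and loses fluorescence; 0% = median of neutral control wells and 100% = median of NaSCN control wells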
HTR5A inv ctr: HTR5A inverse agonism, opioid heterodimer counter-screen | 340,000 compounds, 0.083% hits | inhibition, % at 9.3 µM | HTR5A cell line, luminescence | AID 504634 | P47898; in the data active = inhibition mostly above about 23%, no sharp cut-off; inactive = mostly below about 18%;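 also: 0% = cells with DMSO and 100% = no-cell wells with DMSO; some compounds called inactive have numbers as strong as hits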
PKA-R2B act: activates the human PKA-R2B holoenzyme complex | P22694+P31323 | activation, % at 11.4 µM | AID 504700 | 340,000 compounds, 0.079% hits | PKA-R2B holoenzyme dissociation, Cy5-IP20 fluorescence polarization; R2B truncated from residue 108, S112A mutant; 0% DMSO only, 100% 113 µM cGMP;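 active = activation above a cutoff set at the mean over all compounds plus 3 SD, cut at about 18% in these data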;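 also: higher means more holoenzyme dissociation and a rise in polarization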
PKA-R1A activ: activators of PKA-R1A complex. AID 504707. activation, % at 11.4 µM. 340,000 compounds, 0.083% hits. PKA-R1A dissociation, Cy5-IP20 fluorescence polarization; scaled: DMSO 0%, 113 µM cGMP 100%. P00514+P68181;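 active = percent activation above the mean of all tested compounds plus 3 SD, cut at about 19% in these data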;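 also: higher means more PKAc released from R1A so a rise in polarization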
Mot1-301 SUMO: blocks SUMOylation pathway, rescuing yeast Mot1-301 growth; 320,000 compounds, 1% hits; AID 2716; growth rescue, % at 18.8 µM; S. cerevisiae Mot1-301 growth rescue, ATP luminescence, 38.5C; percent above DMSO median, 100 means doubled;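 active = every valid replicate shows activation above 250% relative to neutral control wells; inactive = the rest, any valid replicate at or below 250%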;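 also: OY570 slx delta 5 strain wells were the positive control but not used for scaling; some compounds called inactive have numbers as strong as hits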
E coli growth: counter-screen for AddAB inhibitors: E. coli growth inhibition; E. coli V3065 growth, OD600 absorbance, 18 h; inhibition, % at 11.9 µM; 330,000 compounds, 0.27% hits; AID 449728;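 active = inhibition above the campaign's mean inhibition across all tested compounds plus 3 SD, cut at about 9.9% in these data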;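 also: uninfected addAB+ strain grown without phage in ampicillin broth; 0% = DMSO wells and 100% = ciprofloxacin 0.95 µg/ml wells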
Starred values were filed as active, the others as inactive; . = no result given.

SMILES	HTR5A ag ctr	DAGLB inhibitor	CDK5 p35 inh	AddAB inh	phage Ecoli inh	Tat transport	HTR5A inv ctr	PKA-R2B act	PKA-R1A activ	Mot1-301 SUMO	E coli growth
Cc1cc(NC(=O)c2ccccc2)ncc1NC(=O)c1cccs1	-3	1	0.9	2.7	4.1	-3	8	3	-8	-21	2.7
CC1(C)CC(C(N)=S)CCO1 (stereo unspecified)	0	-2	2.3	0.5	-1.1	-4	-8	6	3	-8	0.8
COc1cc(CC(=O)OCc2ccccc2F)cc(OC)c1OC	-1	-5	0.0	1.9	2.7	-2	-19	-11	4	168	-0.3
COc1cc(OC)c(OC)cc1CNc1cc(C)ccc1OC	2	-1	5.3	1.5	2.8	3	8	-3	-6	-18	3.7
Cc1noc(C)c1C(=O)OCC(=O)/C=C1/N(C)c2ccccc2C1(C)C	2	-2	-1.7	.	2.9	0	-7	-11	9	.	.
Cc1ccc(NC(=O)CCNS(=O)(=O)c2ccc3c(c2)CCC(=O)N3)cc1F	2	-4	-1.5	-0.2	2.4	-1	4	3	1	-7	-2.0
O=C(CSc1nnc(-c2cccs2)o1)c1cccs1	5	-4	-1.0	3.8	3.6	2	-14	0	12	27	1.6
Cn1cc(S(=O)(=O)N2CCc3ccccc32)cc1C(=O)NC1CCCCC1	-3	-2	0.1	1.2	98*	1	10	-12	-14	16	-1.3
CCC(C)NS(=O)(=O)c1ccc(N)cc1 (stereo unspecified)	-2	0	-0.3	1.9	4.4	-7	-23	9	-6	-3	-1.8
C[C@]1(O)CC(=O)C=C[C@H]1Nc1ccccc1	-1	-4	-0.2	.	2.6	5	4	3	8	.	.
CC(=NNC(=O)c1ccncc1)c1ccccc1O	0	4	3.0	.	-1.9	-7	-1	2	1	.	.
Cc1cccc2cc(CN(CC3CCCO3)C(=O)c3cccs3)c(=O)[nH]c12 (stereo unspecified)	-2	2	2.0	0.5	2.4	7	-4	-3	-2	-5	1.0
O=C(O)CSc1nnc(-c2ccccc2Br)n1-c1cccc(C(F)(F)F)c1	-1	0	0.8	0.5	0.6	0	3	-2	-7	-3	-0.4
COc1ccc(C(=S)N2CCNCC2)cc1	-1	0	2.0	0.2	1.7	-2	-35	-10	-3	-10	0.7
O=C(O)Cn1c2ccccc2c2n[nH]c(=S)nc21	8	-3	4.9	1.2	3.4	-5	8	-9	1	84	-0.7
Cc1cc(S(=O)(=O)NC(C)C)ccc1OCC(=O)NCc1ccccc1	2	-1	-0.2	-0.2	4.7	-2	-4	-4	3	2	0.5
CC(=O)c1ccc(NC(=S)NCc2cccnc2)cc1	-2	0	-4.3	8.5	9.1	-8	-19	0	-1	2	6.8
COc1ccccc1/C=C1\SC(=S)N(CCC(=O)N2CCCCC2CCO)C1=O (stereo unspecified)	-1	0	-0.2	0.3	-0.8	9	-3	-7	-14	-8	-3.2
O=C(COc1ccc2c3c(c(=O)oc2c1)CCC3)NCc1ccncc1	-4	2	-3.0	5.7	2.5	-3	-6	4	9	18	1.9
CN(C)S(=O)(=O)NC(c1ccccc1)c1ccccc1	4	-1	0.1	-0.7	1.9	6	0	5	-1	791	0.1
CCOc1ccc2c(c1)n(CO)c(=S)n2CO	2	0	5.3	0.3	1.2	0	-5	5	13	7	0.5
CNC(=O)C1=C(C)n2c(nc3ccccc32)NC1c1ccc(OC)cc1 (stereo unspecified)	1	0	0.8	-0.2	5.9	10	-17	-4	-3	-4	-4.0
Cc1ccccc1N(CC(=O)NC(C)(C)C)C(=O)CCC(=O)Nc1nccs1	1	1	1.0	1.8	1.8	-3	-5	-10	-5	-6	0.1
Cc1nnc(SCc2ccc3c(c2)OCO3)s1	-1	0	0.4	0.0	3.4	-7	1	-2	-3	-8	0.6
COc1ccc(CNC(=O)CN(C(=O)CCC(=O)Nc2nccs2)c2ccc(C)cc2)cc1	-4	-2	-0.1	4.4	-1.3	11	-11	-6	9	-7	-0.1
O=C1CCC(=O)N1c1ccc(NC2CCN(Cc3ccccc3)CC2)c([N+](=O)[O-])c1	.	0	-1.2	1.0	1.5	6	.	5	3	-19	-1.6
Cc1noc(C)c1COC(=O)c1cc2ccccc2cc1O	8	-10	-6.7	1.6	1.6	4	10	-3	-3	11	-2.1
O=C(O)c1ccc(CN2C(=O)c3ccc(Oc4ccc([N+](=O)[O-])cc4)cc3C2=O)cc1	2	1	-0.6	2.5	0.6	-4	-6	-5	-14	-12	-3.7
O=C(CSCc1ccc(Cl)cc1)Nc1ccc(S(=O)(=O)N2CCOCC2)cc1	-5	-1	-0.3	5.6	0.6	0	13	-7	5	55	0.3
S=C(NCc1cccnc1)Nc1cccc(Cl)c1	0	0	-0.2	1.9	3.8	2	-7	-5	1	5	2.7
Nc1nc(NCc2ccccc2)nc(NCc2ccccc2)c1[N+](=O)[O-]	-2	-1	-0.7	-1.6	-1.2	-4	-15	-2	4	8	-1.5
COc1ccc(CC(=O)Nc2ccc3c(c2)CCC3)cc1	8	-2	-3.5	5.2	5.1	2	0	-9	-2	37	0.3
O=C(Nc1ccc(S(=O)(=O)N2CCCC2)cc1)C1CCCN1C(=O)c1cccs1 (stereo unspecified)	1	-3	-0.2	0.4	3.4	0	-2	-4	10	5	-0.8
O=C(CCC1CCCN(C(=O)Cc2ccc(F)cc2)C1)N1CCN(c2ccccn2)CC1 (stereo unspecified)	-5	0	-1.4	-0.8	1.8	-3	12	-1	-5	-23	-0.3
CC(=O)Nc1ccc2c(c1)nc1n2CCN(C2CCCCC2)C1	.	-3	0.5	.	1.3	2	.	0	5	.	.
COc1cc(C(=O)NCC(c2ccco2)N2CCOCC2)cc(OC)c1OC (stereo unspecified)	2	-2	-0.1	2.0	6.9	3	20	-5	-2	.	-2.5

Given field by field: four of the compounds above.
> S=C(NCc1cccnc1)Nc1cccc(Cl)c1
- HTR5A ag ctr = 0
- DAGLB inhibitor = 0
- CDK5 p35 inh = -0.2
- AddAB inh = 1.9
- phage Ecoli inh = 3.8
- Tat transport = 2
- HTR5A inv ctr = -7
- PKA-R2B act = -5
- PKA-R1A activ = 1
- Mot1-301 SUMO = 5
- E coli growth = 2.7

> Nc1nc(NCc2ccccc2)nc(NCc2ccccc2)c1[N+](=O)[O-]
- HTR5A ag ctr = -2
- DAGLB inhibitor = -1
- CDK5 p35 inh = -0.7
- AddAB inh = -1.6
- phage Ecoli inh = -1.2
- Tat transport = -4
- HTR5A inv ctr = -15
- PKA-R2B act = -2
- PKA-R1A activ = 4
- Mot1-301 SUMO = 8
- E coli growth = -1.5

> COc1ccc(CC(=O)Nc2ccc3c(c2)CCC3)cc1
- HTR5A ag ctr = 8
- DAGLB inhibitor = -2
- CDK5 p35 inh = -3.5
- AddAB inh = 5.2
- phage Ecoli inh = 5.1
- Tat transport = 2
- HTR5A inv ctr = 0
- PKA-R2B act = -9
- PKA-R1A activ = -2
- Mot1-301 SUMO = 37
- E coli growth = 0.3

> O=C(Nc1ccc(S(=O)(=O)N2CCCC2)cc1)C1CCCN1C(=O)c1cccs1 (stereo unspecified)
- HTR5A ag ctr = 1
- DAGLB inhibitor = -3
- CDK5 p35 inh = -0.2
- AddAB inh = 0.4
- phage Ecoli inh = 3.4
- Tat transport = 0
- HTR5A inv ctr = -2
- PKA-R2B act = -4
- PKA-R1A activ = 10
- Mot1-301 SUMO = 5
- E coli growth = -0.8

Next records
SMILES	HTR5A ag ctr	DAGLB inhibitor	CDK5 p35 inh	AddAB inh	phage Ecoli inh	Tat transport	HTR5A inv ctr	PKA-R2B act	PKA-R1A activ	Mot1-301 SUMO	E coli growth
Cc1c(S(=O)(=O)Nc2cccc3ccccc23)c(=O)n(C)c(=O)n1C	13	0	-1.4	3.5	3.3	-1	-37	-5	-3	21	-0.1
COc1cc2c(cc1O)CCN(C(=O)c1ccco1)C2C (stereo unspecified)	-4	1	-3.2	5.9	3.6	5	12	-10	-18	8	1.7
COC(=O)CSc1[nH]c(=O)cc(C)c1C#N	-1	0	-4.2	1.5	1.4	8	3	-8	-5	-13	-0.8
Cc1cccc(N2CCN(C(=O)Cn3sc4nc(C)cc(C)c4c3=O)CC2C)c1 (stereo unspecified)	1	1	0.1	1.3	.	-3	-34	-1	0	57	-1.5
O=C1c2ccccc2C(=O)C12OC2c1ccc(Cl)cc1Cl (stereo unspecified)	-4	1	-0.7	-2.4	4.2	3	14	3	-2	62	-1.8
CCc1ccccc1NC(=S)N(CCN(C)C)C(C)c1ccco1 (stereo unspecified)	-7	-1	-0.7	0.3	0.2	-5	-1	-2	8	-7	1.9
CCCn1cc([C@@H]2C[C@H]3CN(Cc4cccc(Cl)c4)C(=O)[C@]34CCCN24)c(C)n1	1	1	1.0	-2.1	5.3	-2	15	0	-10	9	-2.4
Cc1occc1C(=O)NC(C)C1CCCO1 (stereo unspecified)	2	-2	0.2	-1.9	-0.2	-6	-16	4	0	2	-2.6
COc1ccc(N2CCN(C(=O)c3ccc4[nH]c(C)c(C)c4c3)CC2)cc1	4	2	-0.3	5.8	1.4	-1	-18	3	-9	-7	3.3
CC[C@@H](NC(=O)Cn1cc(C)c(=O)[nH]c1=O)c1ccccc1	2	0	-3.7	.	1.6	2	-9	-1	4	.	.
c1ccc(COc2ccc(CNn3cnnc3)cc2)cc1	9	-2	-0.6	0.3	1.8	-11	-24	13	1	-3	-2.5
CCN(CC(=O)Nc1c(F)cccc1F)C(=O)CNC(=O)c1sc2ccccc2c1Cl	1	0	0.1	2.2	0.4	5	-2	-12	6	22	1.6
Cc1csc2ncc(C(=O)Nc3ccc4c(c3)OCCO4)c(=O)n12	-5	1	-0.4	-1.4	0.4	-6	13	-14	-7	8	-4.4
CCOCCCNC(=O)C1CC(=O)N(CCc2ccccc2)C1 (stereo unspecified)	2	2	0.5	-1.3	2.9	-8	-8	0	-3	-15	1.6
C=CCn1c(SCc2ccc(C(=O)OC)cc2)nnc1-c1sc(N)nc1C	3	-1	0.4	3.8	-0.7	3	-17	4	-5	2	3.2
CCCCN1CC(=O)N2[C@@H]3c4cc(OC)ccc4OC[C@@H]3[C@H](C(=O)OCC)[C@]2(C)C1=O	-2	0	-2.8	.	0.2	0	7	1	-1	.	.
O=C(c1cnccn1)N1CCN(S(=O)(=O)c2ccc3ccccc3c2)CC1	-10	2	-2.7	2.1	3.2	-10	24	-8	-11	236	1.2
CCN(CC)CCNc1cc(C)c(C#N)c2nc3ccccc3n12	0	1	-0.8	1.3	3.2	-6	1	12	0	24	-0.3
C#CCNC(=O)C1=C[C@H](C)C[C@H](OCc2ccc(CO)cc2)O1	1	3	-0.4	0.3	2.3	2	-2	-19	4	20	1.4
Cc1cccc(N(C)Cc2nnc(-c3cccc(Br)c3)o2)c1	2	-12	-0.1	6.4	-0.2	1	-6	7	-12	-13	-1.8

Random draw from the library. Share with any hit: about 2.3%.
